# H1N1 NS1A inhibition = H1N1 influenza NS1A inhibitors, functional cell based assay (AID 504329) | NS1A functional cell-based assay, percent inhibition; higher % means a stronger effect | inhibition, % at 12.5 µM, or IC50 in µM where a hit was titrated | 340,000 tested, 0.3% active; in the data active = a potency from the dose series; inconclusive = inhibition above about 27% without an active follow-up result; note: strong numbers were not always called active
# PhoP GFP inhibition = PhoP regulon inhibitors, Salmonella typhi PhoP promoter GFP reporter, confirmatory (AID 1850). Salmonella Typhi PhoP-promoter GFP reporter, fluorescence, 4 h; higher % means a stronger effect. inhibition, % at 50 µM; hits with a dose series show IC50 in µM. 310,000 tested, 0.33% active; in the data active = a potency from the dose series; inconclusive = inhibition mostly from about 25% at the one dose, without a potency; inactive = the rest, 99 in 100 with inhibition below about 19%;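 note: 0% = induced wells with vehicle and 100% = uninduced wells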
# tuberculosis growth = growth inhibition of non-replicating M. tuberculosis (AID 488890); inhibition, % at 25 µM; hits with a dose series show IC50 in µM; Mycobacterium tuberculosis non-replicating, growth inhibition; higher % means a stronger effect; 320,000 tested, 0.39% active; in the data active = a potency from the dose series; inconclusive = inhibition mostly from about 82% at the one dose, without a potency; inactive = the rest, 99 in 100 with inhibition below about 76%;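 note: plate controls were DMSO cells for no effect and high antibiotic wells for full effect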
# inhibitors of VEEV = inhibitors of VEEV TC-83 cytopathic effect, confirmation, Vero cells (AID 588727). Vero cells, VEEV TC-83 cytopathic effect inhibition; higher % means a stronger effect. one-dose inhibition, % at 20 µM; IC50 in µM for titrated hits. 350,000 tested, 0.13% active; in the data active = a potency from the dose series; inconclusive = inhibition mostly from about 14% at the one dose, without a potency; inactive = the rest, 99 in 100 with inhibition below about 12%; note: strong numbers were not always called active
# M. tuberculosis HTS = M. tuberculosis growth inhibition, HTS (AID 449762); M. tuberculosis H37Rv growth inhibition, 7H9 media; higher % means a stronger effect; inhibition, % at 25 µM; hits with a dose series show IC50 in µM; 330,000 tested, 0.59% active; in the data active = a potency from the dose series; inconclusive = inhibition above about 70% without an active follow-up result;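 note: bacterial growth assessed after seven days of incubation; strong numbers were not always called active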
# inhibitors of VEEV 10K pilot screen = further read-out of inhibitors of VEEV, marked with its call; inhibition, %; measured here: 10K pilot screen inhibition
# Starred values were filed as active, the others as inactive; i = inactive; ? = inconclusive; . = not tested or not shown.
SMILES,H1N1 NS1A inhibition,PhoP GFP inhibition,tuberculosis growth,inhibitors of VEEV,M. tuberculosis HTS,others
Cc1ccc(Oc2cc([N+](=O)[O-])cc3c2C(=O)Nc2ccccc2O3)cc1,25%,0%,12%,3.1%,-3%,
O=C(O)c1n[nH]c2ccccc12,-4%,2%,3%,i,1%,
COc1ccc(/C=C(/C#N)C(=O)Nc2ccc(C)cc2C)cc1C(=O)O,-3%,4%,-9%,0.9%,-2%,
CCc1c(C)nc2cc(-c3ccc(OC)c(OC)c3)nn2c1NCC1CC1,3%,2%,60%,7.9%,?,
CCN(c1cccc(C)c1)S(=O)(=O)c1ccc2c(c1)CCCN2C(C)=O,-13%,-2%,11%,0.1%,-5%,
O=[N+]([O-])c1ccc(N2CCOCC2)c(S(=O)(=O)N2CCOCC2)c1,2%,-4%,16%,0.3%,8%,
CN1C(=O)C(C)(C)c2cc(S(=O)(=O)NCC3CCC(C(=O)NCc4ccccc4)CC3)ccc21 (stereo not drawn),1%,.,33%,4.8%,4%,
CCO[C@H]1OC(C(=O)NCc2ccccc2)=C[C@@H](C2CCCCC2)[C@@H]1CCCO,-2%,4%,29%,0.0%,11%,
S=c1[nH]nc(CCc2ccccc2)n1Cc1ccccc1,-1%,0%,-6%,1.1%,-9%,
CCOc1ccc(Oc2ccccc2NC(=O)C2=COCCO2)cc1,-6%,2%,18%,2.2%,-13%,
CCC(=O)OCC(=O)Nc1cc([N+](=O)[O-])ccc1OC,-5%,10%,2%,1.4%,23%,
Cc1cccc2c(C(=O)Nc3ccc(Br)cc3)cc(-c3ccccn3)nc12,7%,3%,-7%,1.3%,4%,
COc1ccc(S(=O)(=O)Nc2ccc(N3CCOCC3)cc2)cc1,-7%,5%,-9%,i,-4%,
O=C(Cn1nnc2ccccc21)Nc1ccc(Cl)cn1,-9%,-3%,3%,0.3%,1%,
CCOc1ccccc1NC(=S)N(CCOC)C1CCN(C(C)=O)CC1,-12%,8%,-9%,2.7%,0%,
CCP(=O)(c1cccc([N+](=O)[O-])c1)c1cccc([N+](=O)[O-])c1,-3%,-2%,-10%,i,3%,
COc1ccc(N=C2O/C(=C/c3sc(=S)n(CC4CCCO4)c3O)N=C2C#N)cc1 (stereo not drawn),.,5%,26%,4.4%,0%,
CC(C)c1ccc(NC(=S)NC2CCN(Cc3ccccc3)CC2)cc1,8%,-8%,?,i,0%,
O=C(NCCNCc1cccc(Cl)c1)c1ccco1,1%,.,.,i,.,
C[C@@H]1COC(=O)[C@H](Cc2ccc(F)cc2)CC/C=C/C[C@@H](CC(=O)N[C@@H](CO)Cc2ccccc2)C(=O)N1,2%,.,55%,i,-4%,inhibitors of VEEV 10K pilot screen=0.5
O=C(CCc1c[nH]c2ccccc12)Nc1ncccc1O,-7%,-1%,i,4.8%,-5%,
CCCCNC(=O)C1CCN(S(=O)(=O)c2c(C)noc2/C=C\c2ccc(OC)cc2)CC1,-5%,-4%,-3%,7.7%,-3%,
O=C(NC1CCCC1)c1cc(Cl)ccc1[N+](=O)[O-],-7%,7%,-21%,0.9%,0%,
CSc1cccc(NC(=O)C2CCN(S(=O)(=O)c3ccc(F)cc3)CC2)c1,26%,4%,18%,3.5%,-7%,
CCOC(=O)N1CCN(C(=O)Cn2ccc3ccccc3c2=O)CC1,0%,-1%,-12%,0.1%,-5%,
# (cont.)
SMILES,H1N1 NS1A inhibition,PhoP GFP inhibition,tuberculosis growth,inhibitors of VEEV,M. tuberculosis HTS,others
Cn1c(=O)[nH]c(=O)c2c1nc(CN1CCN(c3cccc(Cl)c3)CC1)n2CCc1ccccc1,4%,-7%,28%,i,-1%,
O=C(CCCn1c(=O)c2ccccc2n(Cc2ccccc2)c1=O)NCc1ccco1,1%,2%,6%,8.5%,-10%,
COc1ccc(NC(=O)c2ccc(-n3c(C)ccc3C)cc2)c(OC)c1,0%,5%,33%,7.4%,4%,
Cc1cc(C)nc(SCC(=O)NN)n1,-2%,-7%,2%,1.0%,-1%,
O=C(O)CCc1nn2c3ccccc3nc2n(CCN2CCCCC2)c1=O,9%,-11%,-8%,9.2%,-6%,
COC(=O)c1ccc2c(c1)C(NC(C)=O)CCc1cc(OC)c(OC)c(OC)c1-2 (stereo not drawn),3%,.,.,13%,.,
NC(=O)C1CCN(Cc2nc(-c3ccccc3)no2)CC1,10%,-9%,13%,2.4%,-14%,
O=C(Cc1n[nH]c(=O)c2ccccc12)Nc1cccc(S(=O)(=O)N2CCCCCC2)c1,-4%,.,51%,i,34%,
CCCCC(O)(c1ccc(OC)cc1)C(CN1CCOCC1)c1ccccc1 (stereo not drawn),1%,-2%,23%,1.3%,4%,
COc1ccc([C@H]2CC(=O)c3c(O)cc(O)cc3O2)cc1O,-15%,-1%,3%,4.1%,1%,
CCN(CC)C(=O)Cn1cc(S(=O)(=O)CC(=O)N2CC(C)OC(C)C2)c2ccccc21 (stereo not drawn),-15%,-9%,-12%,0.2%,-9%,
CCOC(=O)c1c(NC(=O)CSc2nnnn2-c2ccc(OC)cc2)sc(C)c1C,23%,-4%,?,2.2%,?,
O=C(NCCc1ccccn1)c1cncc(Br)c1,6%,8%,-2%,1.8%,-6%,
C=CCn1c(SCC(=O)Nc2ccc3c(c2)OCO3)nnc1-c1ccccc1,-6%,-11%,18%,i,2%,
CCOc1ccc(NC(=O)[C@@H]2CCCN2C(=O)c2cccs2)cc1S(=O)(=O)N1CCCCC1,-8%,.,-6%,1.3%,-3%,
O=C(OCC(=O)N1CCN(C(=O)c2ccco2)CC1)c1cc(-c2ccco2)nc2ccccc12,-4%,-6%,7%,2.6%,6%,
COc1ccccc1-c1noc(-c2cccs2)n1,2%,3%,20%,i,-5%,
Cc1cccc(C2c3[nH]c4ccccc4c3CCN2C(=O)c2nn(C)c(=O)c3ccccc23)n1 (stereo not drawn),-2%,-4%,71%,9.8%,?,
Clc1cccc(Cl)c1C1N2CCCN12 (stereo not drawn),14%,-7%,11%,0.8%,7%,
COc1ccc(NC(=O)N(C)C[C@H]2Oc3ccc(NC(=O)Cn4cnnn4)cc3C(=O)N([C@H](C)CO)C[C@@H]2C)cc1,2%,.,-6%,0.2%,4%,
CCOC(=O)C1(Cc2ccc(OC)cc2)CCN(C(=O)c2cccc3nccnc23)CC1,7%,-11%,0%,1.9%,2%,
Cc1ccn2cc(-c3cccc(NC(=O)CCC(=O)O)c3)nc2c1,-4%,-5%,5%,i,-10%,
Cc1cccn2cc(COc3ccc(-c4ccccc4)cc3)nc12,4%,.,.,12µM*,.,
Cc1ccc(CCNS(=O)(=O)c2cc3c(cc2C)NC(=O)CO3)cc1,1%,11%,17%,0.7%,-1%,inhibitors of VEEV 10K pilot screen=0.3
CC1CN(C(=S)Nc2ccccc2)CC(C)O1 (stereo not drawn),-1%,-2%,-18%,0.9%,-3%,

# Pulled by structure from the entries so far:
SMILES,H1N1 NS1A inhibition,PhoP GFP inhibition,tuberculosis growth,inhibitors of VEEV,M. tuberculosis HTS,others
COc1ccccc1-c1noc(-c2cccs2)n1,2%,3%,20%,i,-5%,
COc1ccc(NC(=O)c2ccc(-n3c(C)ccc3C)cc2)c(OC)c1,0%,5%,33%,7.4%,4%,
CCc1c(C)nc2cc(-c3ccc(OC)c(OC)c3)nn2c1NCC1CC1,3%,2%,60%,7.9%,?,
CCOc1ccc(Oc2ccccc2NC(=O)C2=COCCO2)cc1,-6%,2%,18%,2.2%,-13%,

# Other records.
SMILES,H1N1 NS1A inhibition,PhoP GFP inhibition,tuberculosis growth,inhibitors of VEEV,M. tuberculosis HTS,others
Cc1ccc(NC(=O)CSc2nc(N)cc(=O)[nH]2)cc1S(=O)(=O)N1CCOCC1,2%,-3%,12%,7.8%,-9%,
COc1ccc(-c2nn(CCC#N)cc2C(=O)Nc2ccccc2)cc1OC,-5%,-6%,-2%,0.3%,1%,
CCCCC1=CC2=CC(=O)C(C)(OC(=O)CC)C(=O)C2=CO1 (stereo not drawn),-10%,-3%,18%,0.2%,3%,
C[C@]12c3[nH]c4cc(-c5ccco5)ccc4c3CCN1C(=O)[C@@H](CC(=O)NCCC1=CCCCC1)C[C@@H]2C(=O)N1CCCCC1,-11%,.,.,4.5%,.,
CC(=O)Nc1ccc(-c2csc(Nc3ccc(S(N)(=O)=O)cc3)n2)cc1,2%,1%,-8%,1.1%,9%,
COc1ccc(NC(=O)NNC(=O)CCC(=O)Nc2ccccc2Cl)cc1,4%,4%,0%,0.8%,-1%,
CC(C)(C)NC(=O)c1ccc2nccnc2c1,-1%,-8%,-1%,1.7%,-13%,
COc1ccc(/C=C(/NC(=O)c2ccc(C)cc2)C(=O)N2CCCC2)cc1OC,3%,3%,-7%,0.5%,-1%,
CC(C)c1ccc(NC(=O)CCCC(=O)NCCc2ccccc2)cc1,-14%,-7%,72%,i,?,
O=C(c1cccc(Oc2c(Cl)cccc2[N+](=O)[O-])c1)N1CCCCC1,-3%,-2%,5%,3.4%,-4%,
CCN(CC)CCCn1c2c(c(SCC(=O)Nc3cccc4ccccc34)nc1=O)CCC2,-2%,0%,2%,2.8%,-3%,
CN(Cc1ccccc1)C(=O)c1ccc(NC(=O)Cc2cccc(NC(=O)C3CCCN(C(=O)C4CCCC4)C3)c2)cc1 (stereo not drawn),5%,.,-3%,0.5%,-3%,
O=S(=O)(Cc1nnnn1-c1ccccc1)c1ccccc1,-6%,-1%,-8%,1.4%,-34%,
O=C(NC(=S)Nc1ccc(S(=O)(=O)N2CCCCC2)cc1)c1ccc(Cl)cc1,3%,4%,6%,0.6%,-7%,
COCC(C)n1c(C)cc(C(=O)CN2C(=O)NC(Cc3c[nH]c4ccccc34)C2=O)c1C (stereo not drawn),4%,-5%,14%,2.9%,-1%,
COc1ccc(OCCN2C(=O)c3cccc(N)c3C2=O)cc1,-20%,-10%,2%,1.7%,2%,
Cc1c(OCC(=O)NCc2cccnc2)ccc2c3c(c(=O)oc12)CCC3,5%,4%,-6%,2.5%,1%,
CCOc1ccc2nc(NC(=O)CSc3nc4ccccc4c(=O)n3Cc3ccco3)sc2c1,-1%,-1%,4%,2.9%,10%,
O=C1NC(=O)c2cc3ccccc3cc21,-9%,.,-12%,5.8%,-7%,
CC1=C(C(N)=O)C(c2cccs2)n2ncnc2N1 (stereo not drawn),0%,1%,-13%,i,1%,
CN(c1ccccc1)c1nc(N)c([N+](=O)[O-])c(NCCO)n1,-23%,7%,0%,5.3%,-2%,
CNc1nc(NCc2ccccc2)c2ccccc2n1,-7%,-6%,70%,1.0%,16%,
CC(=O)NC(CC(=O)NCCc1ccccc1)c1ccccc1 (stereo not drawn),-3%,-9%,-9%,1.6%,-8%,
CCCCCCNCCn1cnc2c(N)ncnc21,-4%,-16%,1%,i,2%,
CC(C)CNC(=O)CN(C1CCCCC1)S(=O)(=O)c1ccccc1,1%,4%,4%,1.1%,-4%,

# Overlap with the part before: 2 entries, followed by the next part.
SMILES,H1N1 NS1A inhibition,PhoP GFP inhibition,tuberculosis growth,inhibitors of VEEV,M. tuberculosis HTS,others
CCCCCCNCCn1cnc2c(N)ncnc21,-4%,-16%,1%,i,2%,
CC(C)CNC(=O)CN(C1CCCCC1)S(=O)(=O)c1ccccc1,1%,4%,4%,1.1%,-4%,
O=C1C(Cc2cnc[nH]2)NC(=S)N1c1ccccc1 (stereo not drawn),-20%,8%,37%,1.4%,9%,
Cc1ccc[n+](-c2[nH]c(=O)sc2/C=N/N=C(\[O-])c2cccnc2)c1,-3%,-37%,5%,2.7%,9%,
CC(C)c1nnc(NC(=O)CCC(=O)N2CCN(c3ccc(F)cc3)CC2)s1,-1%,0%,20%,1.6%,7%,
Cc1ccc(OCCNC(=O)c2cccc(S(=O)(=O)N3CCN(Cc4ccccc4)CC3)c2)cc1,-4%,.,.,5.6%,.,
O=C(NCc1ccccc1Cl)c1cc(=O)[nH]c2ccccc12,5%,1%,21%,i,3%,
COc1ccc(NC(=O)c2cc3nc(-c4ccccc4)cc(C)n3n2)cc1OC,-6%,-8%,-6%,9.5%,5%,
Cc1ccc(C(=O)N/N=C\c2ccc(Br)o2)o1,-2%,5%,-1%,0.6%,-6%,
CN(C(=O)c1cccc(NC(=O)Cc2ccc(NC(=O)C3CCCN(C(=O)C4CCCCC4)C3)cc2)c1)C1CCC1 (stereo not drawn),-31%,.,.,0.8%,.,

# Compound activity: PubChem BioAssay, Southern Research Specialized Biocontainment Screening Center
